BRCA1 expr up = increases BRCA1 expression; Potency, µM (highest dose often 46.1 µM), inactives show top-dose activation, most hits filed as activators; MCF7-BRCA1-FFLuc reporter, luminescence, 48 h; response scale: scaled: vehicle 0%, 10 µM genistein 100%; 1.1% of 380,000 active; AID 624202; further: potency means the concentration at half of the fitted maximal effect; nearly all actives have a fitted effect of over 80% in size; some results filed as inactive show a strong effect at the top dose
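Activators of BRCA1 expression were detected as increased firefly luciferase luminescence in engineered MCF7 cells after 48 h compound incubation. Signals were scaled to genistein 10 microM as full activation.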
B2AR arrestin = agonists driving beta-arrestin recruitment to human beta2-adrenergic receptor | beta-arrestin recruitment to beta2AR, cell-based reporter | Potency, µM (highest dose often 46.1 µM), inactives show at the highest dose activation, actives largely listed as activators | AID 492947 | P07550 | 0.02% of 330,000 active;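 further: potency means the concentration at half of the fitted maximal effect; 0% = DMSO controls and full agonism = EC100 isoproterenol or metaproterenol; nearly all actives have a fitted effect of over 65% in size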
Target sequence (P07550 whole entry, looked up): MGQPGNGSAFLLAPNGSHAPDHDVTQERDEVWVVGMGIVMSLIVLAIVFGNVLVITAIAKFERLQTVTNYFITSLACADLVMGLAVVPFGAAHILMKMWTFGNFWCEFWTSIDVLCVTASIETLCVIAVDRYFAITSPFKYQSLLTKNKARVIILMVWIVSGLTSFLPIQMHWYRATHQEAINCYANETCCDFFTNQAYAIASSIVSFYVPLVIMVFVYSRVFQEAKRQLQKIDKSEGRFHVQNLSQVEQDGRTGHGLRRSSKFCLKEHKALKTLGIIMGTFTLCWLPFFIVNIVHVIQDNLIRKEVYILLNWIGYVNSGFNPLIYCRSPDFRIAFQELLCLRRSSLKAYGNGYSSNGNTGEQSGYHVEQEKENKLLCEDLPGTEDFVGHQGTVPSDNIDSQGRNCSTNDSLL
TCR activator = activates T cell receptor signaling; primary human leukocytes, anti-CD3, IL-2 HTRF, 48 h; Potency, µM (top dose mostly 9.22 µM), for inactives: at the highest dose activation of IL-2 secretion, actives largely listed as activators; 330,000 tested, under 10 active; further: % of control where 0% means no effect
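HTRF read-out of IL-2 secretion: europium cryptate donor excited at 320nm, d2 acceptor emission at 665nm. Cells were primary human leukocytes incubated 48 hr with compounds and a-CD3 beads, supplying TCR signal only.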
AT treatment = potential ataxia-telangiectasia treatments restoring KAP-1 phosphorylation; 0.19% of 320,000 active; Potency, µM (doses to about 57.5 µM), inactives show top-dose activation, hits mostly activators; […] A-T fibroblasts, KAP-1 phosphorylation AlphaLISA; neocarzinostatin DNA damage 30 min before lysis; further: potency means the concentration at half of the fitted maximal effect; % of control where 0% means no effect; nearly all actives have a fitted effect of over 45% in size
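ATM-like activity read as KAP-1 phosphorylation via AlphaLISA donor/acceptor antibody pairs after lysis and 6 hr at 25C. Cells were ATM-null patient fibroblasts ([…], hTERT), dosed 60 min, then exposed to the DSB inducer NCS for 30 min.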
ELG1 DNA repair = inhibitors of ELG1-dependent DNA repair in HEK293T cells. HEK293T ELG1-luciferase reporter, luminescence, 16 h; DNA damage induced by 5-fluorouridine. AID 504467. Potency, µM (series often up to 46.1 µM), inactives show at the top dose activity change, negative = inhibition, actives largely listed as inhibitors. 2.3% of 330,000 active; further: potency means the concentration at half of the fitted maximal effect; on the % scale 0 is the no-effect control and ±100 the full control effect; nearly all actives have a fitted effect of over 55% in size
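HEK293T cells expressing luciferase-tagged ELG1 (2,000/well) received 5-Fluorouridine plus compound or DMSO for 16 hr at 37 °C. Luciferase was read by ONE-Glo luminescence after 30 min at room temperature.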
TRPV1 ag = agonists of human vanilloid receptor 1 (TRPV1). Q8NER1. TRPV1-expressing cells, Fluo-8 calcium influx, agonist mode. activation, % at 8.33 µM. 0.19% of 320,000 active; in the data active means activation above about 80%; inconclusive means between about 30% and that limit; further: 0% is about no effect
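Fluo-8 calcium influx in TRPV1-expressing cells, kinetic read (ex 480/em 520 nm). Compound added and read 3 min for agonist activity, followed by capsaicin at EC20 final and 2 min further read for enhancement.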
CXXC DNA block = blocks binding of human MLL CXXC domain to DNA. Potency, µM (doses to about 115 µM), for inactives: top-dose activity change, negative = inhibition, most hits filed as inhibitors. Q03164. AID 2662. 0.037% of 290,000 active. MLL-CXXC / FITC-HOXA9 DNA fluorescence polarization; active means well fitted inhibition curve with a large enough effect in the polarisation, with a control signal flat, not every such curve was filed as active; inconclusive means small, poorly fitted or top-dose-only effect, or effect the other way, or a change in a side signal; inactive means no such curve, though single readings can be large or run the other way; the % refers to the polarisation; further: potency means the concentration at half of the fitted maximal effect
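Steps: dispense CXXC domain solution (7 uM) → pin compounds or unlabeled HOX-A9 DNA control → 5 min ambient → add FLSN-HOX-A9 solution (50 nM) → spin → 30 min ambient → fluorescence polarization. Tris pH 7.5/NaCl/DTT/BSA buffer.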
a7 integrin act = integrin-mediated muscular dystrophy alleviation activation; AID 624291; Potency, µM (titrated, usually from 38.3 µM), for inactives: at the top dose activation, most hits filed as activators; alpha7betagal myoblasts, beta-gal FDG fluorescence, 48 h; 0.064% of 350,000 active;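 further: potency means the concentration at half of the fitted maximal effect; 100% = response of the positive control SU9516; nearly all actives have a fitted effect of over 60% in size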
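Alpha7betagal+/- myoblasts (passage 13) were plated 16-24 hr, then exposed to compounds (1:260 dilution of DMSO stock) for 48 hours at 37C. After MPER lysis, β-galactosidase reporter activity was read as FDG fluorescence (ex 480/em 540) after 30 minutes.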
TSG101-PTAP inh = blocks PTAP/TSG101 interaction to inhibit HIV-1 budding. Fluorescence polarization, FITC-PTAP peptide / Tsg101 binding. Q99816. Potency, µM (highest dose often 115 µM), inactives show top-dose activity change, negative = inhibition, usual class: inhibitors. AID 493005. 340,000 tested, under 10 active; active means well fitted inhibition curve with a large enough effect in the main read-out, with a control signal flat, not every such curve was filed as active; inconclusive means small, poorly fitted or top-dose-only effect, or effect the other way, or a change in a side signal; inactive means no such curve, though single readings can be large or run the other way; further: potency means the concentration at half of the fitted maximal effect; % of control where 0% means no effect
Target sequence (Q99816 whole entry, looked up): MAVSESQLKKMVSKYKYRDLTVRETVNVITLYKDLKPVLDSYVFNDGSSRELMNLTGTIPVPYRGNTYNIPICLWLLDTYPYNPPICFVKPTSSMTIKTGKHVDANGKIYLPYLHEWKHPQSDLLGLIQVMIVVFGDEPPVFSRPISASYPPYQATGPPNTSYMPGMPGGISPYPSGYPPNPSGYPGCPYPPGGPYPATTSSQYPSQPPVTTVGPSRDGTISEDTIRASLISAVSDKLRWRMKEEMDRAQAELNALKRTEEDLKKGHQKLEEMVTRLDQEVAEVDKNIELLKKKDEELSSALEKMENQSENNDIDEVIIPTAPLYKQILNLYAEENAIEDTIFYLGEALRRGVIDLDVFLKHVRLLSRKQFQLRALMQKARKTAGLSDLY
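FP read-out: FITC-PTAP peptide, 50 nM final, binding Tsg101 binding domain, 10 uM final; 20 min, r.t.; 10 mM HEPES pH 7.5, 0.15 M NaCl, 0.01% Tween 20, 3 mM EDTA, 0.1 mM TCEP.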
p53 reactivation = restores transcriptional activity of mutant p53; 0.063% of 320,000 active; AID 504706; H1299 p53-A138V BP100-luciferase reporter, luminescence, 24 h; Potency, µM (highest dose often 92.2 µM), for the others: at the highest dose activity change, positive = activation, hits mostly activators; further: potency means the concentration at half of the fitted maximal effect; % of control where 0% means no effect; nearly all actives have a fitted effect of over 45% in size
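H1299 (p53-null), stable ts p53-A138V + BP100-Luc; 1000 cells/well, Opti-MEM/10% FBS; cpd 4 pt, 1:5; 24 h, 37 deg C, 5% CO2; detection reagent 10 min RT; luminescence.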
The depositor's hits bear a star; u = inconclusive; x = no result given; & = joins results of further samples; [ ] = another dose, or the depositor's remark. Unless noted, the call rests on the fitted dose curve; in most records, active means well fitted curve in the direction sought with a large enough effect; inconclusive means small, poorly fitted or top-dose-only effect, or another doubt; inactive means no such curve, though single readings can be large; an effect the other way counts as inactive or inconclusive.

SMILES	BRCA1 expr up	B2AR arrestin	TCR activator	AT treatment	ELG1 DNA repair	TRPV1 ag	CXXC DNA block	a7 integrin act	TSG101-PTAP inh	p53 reactivation
CCCNC(=O)CCC(=O)Nc1ncc(-c2ccc(C)cc2)n1C	60%	0.3%	6%	1%	0%	2	5%	11%	-2%	13%
O=C(Cn1nc(-c2ccc(Cl)cc2)ccc1=O)NCc1ccc2c(c1)OCO2	-3%	0.0%	-2%	6%	5%	-1	-8%	9%	-5%	-5%
Cc1ccc(C2SCC(=O)N2Cc2cn3ccsc3n2)o1 (centres undefined)	-39%	-0.5%	1%	9%	6%	10	0%	-32%	-7%	-2%
CCOc1ccc(NC(=O)Nc2nc3ccc(S(C)(=O)=O)cc3s2)cc1	-1%	-0.5%	3%	-2%	14%	-2	u	0%	-2%	15%
CCC(C)C(NC(N)=O)C(=O)Nc1ccc(C)c(Cl)c1 (centres undefined)	-18%	-0.6%	0%[46.1 µM]	3%	10%	-2	-7%	0%	0%	-19%
O=C(CNS(=O)(=O)c1cccs1)N1CCc2ccccc2C1	u	-0.3%	0%	6%	u	0	5%	3%	-4%	30%
O=C(COC(=O)C1CCN(c2ccc(C(F)(F)F)cn2)CC1)c1ccccc1Cl	-1%	-0.2%	-1%	2%	9%	4	x	-25%	0%	-4%
O=C(Cc1cccs1)N/N=C\c1ccc([N+](=O)[O-])s1	-74%[inhibitor]	-0.4%	5%	6%	15µM*	29	-10%	-1%	-4%	13%
O=C1Cc2cc(S(=O)(=O)Nc3ccc(F)cc3Cl)ccc2N1	2%	0.0%	7%	15%	14%	-1	x	-22%	-8%	2%
CC(C)OP(=O)(c1ccc(N(C)C)cc1)C(Nc1ccccc1)c1cccnc1 (centres undefined)	3%	0.0%	-4%[46.1 µM]	3%	-6%	-2	2%	23%	-2%	-4%
O=C(NCCc1cnc[nH]1)c1cccs1	13%	5.4%	x	-2%	24%	-1	2%	39%	-6%	x
COc1ccc(NC(=O)CNC(=O)c2c(C)nn(C)c2Cl)cc1	5%	-1.0%	-2%	3%	-2%	2	1%	16%	-7%	-1%
COc1ccc(NC(=S)N=Nc2c(O)[nH]c3ccccc23)cc1	-7%	0.5%	1%	-2%	u	2	-4%	-14%	0%	4%
Cc1cccc(NC(=O)C2CCN(S(=O)(=O)c3cccc4nsnc34)CC2)c1	15%&8%	-0.1%	-1%	-1%	u	27	11%	6%	-3%	-4%
COc1ccc(/C=C/C(=O)OCC(=O)Nc2cc(S(=O)(=O)N(C)C)ccc2Cl)cc1	-9%	0.5%	1%	-2%	-12%	4	-16%	-6%	-1%	4%
O=[N+]([O-])c1ccccc1S(=O)(=O)Nc1cccc2cccnc12	-82%&-65%&0%	4.3%	x	4%	u	0&0	u	-58%[inhibitor]	-1%	-35%[inhibitor]
O=C(Nc1ccc(F)cc1)N1CCCCCC1	51%	0.0%	4%	4%	u	13	u	u	-2%	3%
Cc1ccc(C(=O)N2CCN(c3ccccc3F)CC2)cc1S(=O)(=O)N1CCOCC1	-13%	-0.1%	2%	-1%	0%	6	1%	2%	1%	-6%
O=C1NN(c2cccc(Br)c2)C(=O)/C1=C\c1ccc(N2CCOCC2)cc1	4%	0.3%	4%	-5%	7%	3	5%	17%	-3%	-9%
Cc1cc(-c2ccco2)n(CC(=O)NCc2ccco2)n1	0%	0.1%	3%	6%	4%	3	-6%	3%	-3%	8%
O=C(Nc1ccccc1C(=O)O)c1cccc(NC(=O)c2ccco2)c1	5%	-1.2%	-15%	-1%	u	-4	-18%	-2%	-4%	u
COc1ncnc(OC)c1S(=O)(=O)NCc1ccccc1	9%	0.6%	3%	37%	0%	0	4%	0%	7%	10%
O=C(Cn1ncc2c3ccccc3n(Cc3ccccc3F)c2c1=O)N1CCN(c2ccccn2)CC1	-17%	-0.2%	-6%	6%	u	1	x	2%	-3%	x
Cc1ccc(C)c(CNc2ccc(S(=O)(=O)N3CCCCC3)cc2)c1	-67%	0.5%	-3%	x	u	3	x	-37%	-2%	20%
COc1ccc2[nH]cc(CCn3ccc(=O)c(C)c3C)c2c1	0%	-0.2%	-15%	8%	8%	-1	13%	0%	0%	0%
CCc1noc(C)c1C(=O)NCCc1ccc(S(N)(=O)=O)cc1	1%	0.0%	-14%	10%	20%	-2	x	7%	-1%	3%
CCC(C)NC(=O)c1ccc(CSCc2cccc(F)c2)o1 (centres undefined)	27%	-0.4%	0%	1%	15%	u	-19%	3%	-1%	0%
COc1ccc(CN(C)C(=O)c2cc(S(=O)(=O)Nc3ccccc3F)ccc2C)c(OC)c1	-13%	0.2%	4%	-1%	-19%	0	-8%	-4%	-4%	6%
COc1ccc(CNc2ccccc2)cc1Br	50%	-0.4%	4%[46.1 µM]	1%	u	3	2%	-7%	-5%	14%
Cc1noc(C)c1C(=O)OCC(=O)c1c[nH]c2ccccc12	2%	-0.2%	2%	-2%	33%	2	-2%	14%	4%	u
CNC(=O)c1cc(S(=O)(=O)NC2CCCCCC2)ccc1C	-27%	0.5%	5%	4%	-2%	2	-14%	15%	-5%	x
COc1cc(C=O)ccc1OCC(=O)Nc1cccc(S(=O)(=O)N(C)c2ccccc2)c1	-10%	0.0%	-9%	4%	u	-2	x	-2%	-1%	0%
O=C(c1cnn2c(C(F)F)cc(C3CC3)nc12)N1CCCC1	0%	0.3%	-3%	x	1%	-2	-12%	-25%	-3%	1%
Cn1c(=O)c2c(nc(NCc3cccnc3)n2Cc2ccc(Cl)cc2)n(C)c1=O	-40%	0.5%	5%	x	21µM*	1	-7%	0%	-4%	-1%
O=C1c2cc(O)cc(O)c2C(=O)c2c1cc(O)c([C@@H](CO)CCO)c2O	-22%	x	3%	x	x	x	x	-10%	-2%	x
COc1ccc(CSCCc2n[nH]c(=S)n2-c2ccccc2)cc1C	-19%	-1.8%	2%	3%	u	-3	-7%	37%	-7%	-1%
COc1ccc(C(=O)C2CCN(C(=S)NCCc3ccc(OC)c(OC)c3)CC2)cc1	-19%	0.6%	x	-11%[11.5 µM]	21µM*	-3	-13%	4%	0%	-3%
CC1c2cc3c(cc2CCN1S(=O)(=O)c1ccccc1)OCCCO3 (centres undefined)	0%	0.5%	-3%	4%	-1%	18	12%	5%	-5%	7%
CC(=O)c1cccc(N=C2C(=O)Nc3ccccc32)c1	1%	0.5%	-103%	-6%	8%	-1	2%	-18%	-5%	18%
CCOC(=O)CN1C(=O)C(C)(C)Oc2ccc(C(=O)Nc3ccccc3OC)cc21	-21%	0.1%	3%	-3%	18µM*	u	6%	15%	-9%	-4%
Clc1cccc(CNc2nnnn2-c2ccccc2)c1	-46%	0.2%	-1%	-1%	u	13	-5%	-13%	-1%	-14%
CCOC(=O)c1sc(NC(=O)CCc2ccccc2)nc1C	-32%	-1.6%	6%	-3%	-10%	1	-4%	-22%	-2%	-20%
CN(Cc1cccc(F)c1)C(=O)c1ccc(S(=O)(=O)C(F)F)cc1	16%	-0.5%	1%	5%	0%	-3	3%	5%	-6%	-2%
CC(=O)SC1CC2=CC(=O)CCC2(C)C2CCC3(C)C(CCC34CCC(=O)O4)C12 (centres undefined)	-27%	-0.5%	8%	2%	-14%	-3	-2%	-9%	0%	-1%
Cc1cccc(C)c1-n1c(C)cc(/C=N/NC(=O)CSc2ncccn2)c1C	-12%	0.1%	0%	-7%	u	3	u	-1%	0%	-5%
CC(=O)c1ccc(NC(=O)CCNS(=O)(=O)c2cccc3nonc23)cc1	-3%	0.2%	4%	-1%	5%	-1	1%	0%	-4%	20%
CCOc1ccc(-c2c(C(=O)N/N=C/C3CC=CCC3)nnn2-c2nonc2N)cc1 (centres undefined)	31%	0.0%	1%	-22%	1%	3	0%	-4%	0%	5%
COc1cccc(OC)c1C(=O)NNS(=O)(=O)c1ccc2ccccc2c1	10%	-0.1%	5%	1%	12%	1	6%	-30%	-4%	-7%
CN(C)c1nc(Cl)nc(NCCOc2ccccc2)n1	1%	-1.6%	4%	-9%	17%	6	-2%	6%	-11%	10%
NNC(=S)Nc1cc(S(=O)(=O)N2CCOCC2)ccc1N1CCOCC1	-13%	-0.2%	1%	-1%	u	-1	1%	8%	-5%	6%
O=C(/C=C/C(=O)NCc1cccs1)NCc1cccs1	11%	-0.7%	1%	1%	-2%	0	19%	11%	-2%	0%
COc1cc2c(cc1NC(=O)c1cncc(Br)c1)oc1ccccc12	-32%	-0.8%	-2%	4%	6%	2	7%	-8%	2%	-4%
